NPY2 pot ag: NPY-Y2 potentiators or agonists, primary screen, cell-based | Neuropeptide Y receptor type 2 (Homo sapiens), P49146 | cells expressing NPY-Y2, potentiator/agonist read-out | activation, % at 3.6 µM | 220,000 compounds, 0.45% hits | AID 1359, 2008; in the data active = activation above about 27%;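 also: cells stimulated with NPY near EC25 plus isoproterenol at EC100; 0% = vehicle plus submaximal agonist and 100% = vehicle plus saturating agonist; some results beyond the cut were filed as inactive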
p97 inhibitor: inhibitors of human p97 ATPase, primary screen, biochemical | Transitional endoplasmic reticulum ATPase (Homo sapiens), P55072 | recombinant p97 ATPase, Kinase-Glo ATP luminescence, 3 h | inhibition, % at 8 µM | 220,000 compounds, 0.42% hits | AID 1481, 2009; in the data active = inhibition above about 15%;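 also: 0% = DMSO vehicle and 100% = wells lacking enzyme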
Hck Nef HTS: inhibitors of Nef-activated human Hck kinase, primary screen, biochemical, Z-Lyte FRET, 384-well, Hck-YEEI. inhibition, % at 20 µM. Recombinant Hck-YEEI plus Nef, Z-Lyte FRET kinase assay. 220,000 compounds, 0.68% hits. AID 463187, 2010. Tyrosine-protein kinase HCK (Homo sapiens), P08631;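 active = Hck-Nef kinase inhibition above about 50%, limit read from the data; inactive = inhibition below that limit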;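 also: 0% = DMSO with Hck plus Nef and 100% = Hck alone without Nef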
NPY1 pot ag: NPY-Y1 receptor potentiators or agonists, primary screen, cell-based. NPY-Y1 expressing cells, potentiator/agonist activation. AID 1304, 2008. Neuropeptide Y receptor type 1 (Homo sapiens), P25929. 220,000 compounds, 0.37% hits. activation, % at 3.6 µM; in the data active = activation above about 33%, passing the limit was not always enough;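 also: cells stimulated with NPY at EC10 then isoproterenol at EC100; 0% = low agonist plus stimulus and 100% = saturating agonist plus stimulus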
RBBP9 inhibitor: human RBBP9 inhibitors, primary screen, biochemical, fluorescence polarization, FP-Rh probe, HTS; 220,000 compounds, 0.2% hits; AID 1515, 2009; recombinant RBBP9; inhibition, % at 7.94 µM;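 active = inhibition above the campaign mean of all tested compounds plus 3 SD, cut at about 14% in these data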;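 also: plate controls were DMSO wells with RBBP9 for no effect and wells lacking RBBP9 protein for full effect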
Target sequence (O75884 whole entry, looked up): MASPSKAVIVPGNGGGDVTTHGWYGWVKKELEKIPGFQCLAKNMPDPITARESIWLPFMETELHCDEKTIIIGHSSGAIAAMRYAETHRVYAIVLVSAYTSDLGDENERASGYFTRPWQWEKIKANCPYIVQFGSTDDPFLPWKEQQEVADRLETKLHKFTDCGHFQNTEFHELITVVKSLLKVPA
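Test system: recombinant human RBBP9; Timing: 30 min then 45 min, 25 °C; Detection: fluorescence polarization; Control set: RBBP9 with DMSO as uninhibited control, no-protein wells as full inhibition; Compound dosing: one concentration, 7.94 µM nominal, 0.794% DMSO; Probe or stimulus: FP-Rh activity-based probe, 375 nM before mixing.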
Runt-CBFb FRET: inhibitors of RUNX1 Runt–CBFb binding, primary screen, biochemical, FRET, Cerulean-Runt, Venus-CBFb, uHTS. inhibition, % at 20 µM. 220,000 compounds, 0.46% hits. Runt-related transcription factor 1 (Homo sapiens) + Core-binding factor subunit beta …. Cerulean-Runt/Venus-CBFb FRET ratio 530/480, 1 h;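 active = inhibition over about 50% at 20 µM in the single-dose screen, limit read from the data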;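 also: 0% = DMSO wells and 100% = excess unlabeled CBFb competitor control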
Target sequence (Q01196 whole entry, looked up): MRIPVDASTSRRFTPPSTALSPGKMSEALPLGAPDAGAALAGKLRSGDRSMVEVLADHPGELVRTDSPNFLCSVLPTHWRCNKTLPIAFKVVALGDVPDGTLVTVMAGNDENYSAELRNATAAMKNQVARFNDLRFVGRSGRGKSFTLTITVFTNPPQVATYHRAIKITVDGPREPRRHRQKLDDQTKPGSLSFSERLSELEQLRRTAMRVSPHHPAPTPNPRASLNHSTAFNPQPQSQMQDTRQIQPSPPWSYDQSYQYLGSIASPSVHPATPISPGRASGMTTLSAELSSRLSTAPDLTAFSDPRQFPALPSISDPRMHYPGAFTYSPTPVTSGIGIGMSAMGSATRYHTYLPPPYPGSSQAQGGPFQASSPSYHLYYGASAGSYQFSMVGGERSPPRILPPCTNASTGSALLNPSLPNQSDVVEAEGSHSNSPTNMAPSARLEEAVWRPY
Target sequence (Q13951 whole entry, looked up): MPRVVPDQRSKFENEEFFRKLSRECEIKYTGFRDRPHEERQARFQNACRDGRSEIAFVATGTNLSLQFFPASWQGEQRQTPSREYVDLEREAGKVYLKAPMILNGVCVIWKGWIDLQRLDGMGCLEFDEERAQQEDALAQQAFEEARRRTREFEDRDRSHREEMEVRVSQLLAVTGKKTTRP
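Measured by: fluorescence energy transfer, 422 nm excitation, 530/480 nm emission; test system: Cerulean-tagged RUNX1 Runt domain (FRET donor) fusion protein; buffer or medium: Tris pH 7.5 buffer with BSA; compound: one dose, 20 µM compound, 1% DMSO; times: two 1 h room-temperature incubations shielded from light; benchmarks: unlabeled CBFb 5 µM, positive control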
Runt-SMMHC FRET: inhibitors of RUNX1 Runt–CBFb-SMMHC binding, primary screen, biochemical, FRET, Cerulean-Runt, Venus-CBFb-SMMHC, uHTS; AID 1434, 2008; 220,000 compounds, 0.74% hits; inhibition, % at 20 µM; Runt-related transcription factor 1 (Homo sapiens) + Core-binding factor subunit beta …; Cerulean-Runt/Venus-CBFb-SMMHC FRET ratio 530/480, 1 h;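 active = mean inhibition across duplicate retests at 20 µM reaching about 50%, limit read from the data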;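 also: 0% = DMSO wells and 100% = wells with excess untagged CBFb-SMMHC; inhibitors lower the FRET ratio by blocking Runt binding to CBFb-SMMHC; some results filed as inactive read as strong as hits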
Mdm2 ligase inh: MDM2-luciferase reporter signal enhancers, primary screen, MDM2 E3 ligase inhibitor project, cell-based, luminescence, 1536-well | E3 ubiquitin-protein ligase Mdm2 (Homo sapiens), Q00987 | cell-based MDM2 ubiquitination luciferase reporter, 2 h; 0 = plate control, 100 = twice control, blank-subtracted | signal enhancement, % at 5 µM | 210,000 compounds, 0.11% hits;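 active = signal enhancement of 30% or more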;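 also: luminescence tracks abundance of the self-degrading MDM2-luciferase fusion protein; higher signal means inhibition of MDM2 E3 ligase activity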
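Material: stable MDM2–luciferase fusion reporter cells / Quantity: 2000 cells/well / Dosing: single 5 µM compound dose, 0.2% final DMSO / Buffer or medium: DMEM / Schedule: 4 h cell settling then 2 h compound exposure, 37 °C / Detection: luminescence with SteadyLite reagent, 15 min at room temperature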
NPY Y1 blocker: NPY-Y1 receptor antagonists, primary screen, cell-based. HEK293-CNG Y1 cells, membrane potential fluorescence; NPY at EC95, then isoproterenol. inhibition, % at 3.6 µM. 200,000 compounds, 1% hits. Neuropeptide Y receptor type 1 (Homo sapiens), P25929;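 active = inhibition above the campaign mean inhibition of all tested compounds plus 3 SD, cut at about 20% in these data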;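 also: 0% = DMSO wells given NPY plus isoproterenol and 100% = isoproterenol alone without NPY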
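Test system: HEK293 cells co-expressing NPY Y1 receptor and cyclic-nucleotide gated channel; Also added: NPY (25 nM), isoproterenol (1 µM), Ro 20-1724 (25 µM); Compound dosing: one concentration, 3.6 µM, in 0.4% DMSO; Timing: dye 3 h, compound 60 min room temperature, stimulation 45 min; Technique: Membrane-potential fluorescent dye readout.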
Numbers without * were called inactive; . = no result given.

SMILES	NPY2 pot ag	p97 inhibitor	Hck Nef HTS	NPY1 pot ag	RBBP9 inhibitor	Runt-CBFb FRET	Runt-SMMHC FRET	Mdm2 ligase inh	NPY Y1 blocker
COc1cccc(C(=O)N2N=C(c3ccccn3)CC2(O)C(F)(F)F)c1 (centres undefined)	-3	2	5	-6	-3	1	1	-9	.
CCC(C)NS(=O)(=O)c1ccc(S(=O)(=O)N(CC(=O)Nc2ccccc2)Cc2ccco2)cc1 (centres undefined)	1	-4	1	-15	-5	4	1	-9	-1
Cc1cccc(Nc2ccncc2S(=O)(=O)NC(=O)NC(C)C)c1	-24	10	.	-21	-6	0	-5	.	1
O=C(CCc1ccc(O)c(O)c1)NNC(=S)NCCc1ccccc1	15	3	4	2	-1	17	4	3	2
Clc1ccc(-n2ncc3c(NCC4CCCO4)ncnc32)cc1 (centres undefined)	1	2	15	12	-6	2	4	-25	-6
CC(C)Cc1ccc(C(C)C(=O)OCC(=O)c2c[nH]c3ccccc23)cc1 (centres undefined)	-10	0	3	-4	-17	0	0	-14	3
COc1ccccc1N1CCN(C(=O)CSc2nc(C)c(C)c(=O)[nH]2)CC1	5	2	66*	4	6	-1	4	-14	0
Cc1cc(=O)oc2cc(OCC(=O)OCC(=O)Nc3ccc(C(N)=O)cc3)ccc12	-15	0	20	8	-8	1	-1	-5	.
COc1ccc(S(=O)(=O)NCc2cn3c(C)csc3n2)cc1F	-7	9	5	-9	-1	4	4	-12	3
Nc1nnc(CSCc2ccccc2)s1	12	7	0	2	-9	1	-1	-8	-3
COC(=O)CSc1nnc(CNC(=O)c2ccco2)n1-c1ccc(F)cc1	3	-2	-2	-3	2	-2	3	-27	6
Cc1nc2ccc(NC(=S)N3CCN(c4ccccn4)CC3)cc2nc1C	-9	7	0	4	-3	-8	-16	-12	0
COc1ccc(CCN(CC(=O)NC(C)(C)C)C(=O)Cn2nnc(-c3ccc(C)o3)n2)cc1OC	2	-1	-1	7	0	-7	-3	-10	5
CC1CCCCN1C(=O)Cc1ccc(Cl)cc1 (centres undefined)	0	-4	6	-3	2	-1	-4	8	-1
COc1ccc(CC(=O)Nc2ccc3c(C)cc(=O)oc3c2)cc1OC	3	2	1	0	-2	-2	4	-1	-3
COc1ccc(OCC(O)CN2CCN(c3ccccc3)CC2)cc1 (centres undefined)	-10	-6	22	-7	-9	0	-6	0	8
O=C(O)COCC(=O)Nc1ccc(Oc2ncnc3cc(Cl)ccc23)nc1	-14	7	15	6	-1	1	-5	6	.
Cc1ccc(CN2CCN(CCCn3cccn3)CC2CCO)cc1 (centres undefined)	1	3	6	3	-1	1	0	-3	1
Cc1ccc(C=Nc2cccnc2N)cc1	4	-1	-1	-2	8	33	52	-87	5
C/C(=N/NC(=O)c1sc(NS(=O)(=O)c2ccccc2)nc1C)c1ccccc1	6	1	3	0	-2	-2	1	-17	5

One compound at a time, from the list above. Screens in order: NPY2 pot ag | p97 inhibitor | Hck Nef HTS | NPY1 pot ag | RBBP9 inhibitor | Runt-CBFb FRET | Runt-SMMHC FRET | Mdm2 ligase inh | NPY Y1 blocker
Entry for O=C(CCc1ccc(O)c(O)c1)NNC(=S)NCCc1ccccc1 → 15 | 3 | 4 | 2 | -1 | 17 | 4 | 3 | 2
Entry for O=C(O)COCC(=O)Nc1ccc(Oc2ncnc3cc(Cl)ccc23)nc1 → -14 | 7 | 15 | 6 | -1 | 1 | -5 | 6 | .

Later entries
SMILES	NPY2 pot ag	p97 inhibitor	Hck Nef HTS	NPY1 pot ag	RBBP9 inhibitor	Runt-CBFb FRET	Runt-SMMHC FRET	Mdm2 ligase inh	NPY Y1 blocker
O=C1CCCc2nc3c(cc21)C(O)Oc1c-3ccc2ccccc12 (centres undefined)	-3	1	0	-16	-10	-31	-108	-10	-1
CC1CCCC(C)N1CC(C)(C)NS(=O)(=O)c1ccc(Cl)cc1 (centres undefined)	-1	2	12	-28	-7	-2	-3	-16	3
C/C(=N\OCc1ccccc1)c1c(O)cc(C(C)C)n(-c2ccccc2)c1=O	6	1	4	6	-7	-2	-1	3	3
Cc1occc1C(=O)NC(C)C1CCCO1 (centres undefined)	16	2	-10	15	-2	-4	-7	-19	1
Cc1onc(-c2ccccc2)c1C(=O)Nc1sc2c(c1C(N)=O)CCC2	4	-2	0	-9	-6	-1	-4	5	-9
COC(=O)C1=C(C)NC(C)=C(C(=O)OC)C1/C=C/c1ccccc1	-20	0	2	-29	2	2	4	-11	10
N#CC1(NC(=O)CN2CCN(S(=O)(=O)c3ccccc3F)CC2)CCCC1	-10	2	18	7	-1	-1	-4	-22	.
COc1cccc(/C=C/c2ccncc2)c1OC	-11	-9	0	2	-2	-2	1	2	2
Cc1nc(-c2ccccc2)sc1C(=O)CSc1ccc(Cl)cc1	-3	-2	1	-12	-7	-1	0	11	17
Cc1cccc(CCNC(=O)CN(C)S(=O)(=O)c2ccc3c(c2)c(=O)n(C)c(=O)n3C)c1	-14	-5	3	-21	1	0	-1	-11	-3
O=C(Nc1ccccc1)C1CCCN(S(=O)(=O)c2ccc(-n3cnnn3)cc2)C1 (centres undefined)	-19	-4	0	-14	-6	2	-3	-9	7
O=C(CSCc1ccc(F)cc1)NC1CCCC1	0	0	8	5	5	-1	0	0	1
Cc1nc2ccccc2c(=O)n1/N=C/c1ccco1	-8	1	-33	11	1	0	-6	-10	0
COc1ccc(NC(=O)CN(C)CC(=O)Nc2ccccc2SC)cc1	-1	-6	2	-11	-8	2	1	-6	-3
COc1ccc(/C(N)=N/OC(=O)Cc2ccc(OC)c(OC)c2)cc1	0	-2	0	14	-2	-1	-8	-3	0
COc1ccc(OC)c(NC(=O)CNC(=O)Cn2ccc3ccccc3c2=O)c1	1	8	16	-6	9	2	0	-13	-3
Cn1c(CNC(=O)c2cccs2)nnc1SCC(=O)Nc1ccc(Cl)cc1	12	-1	1	1	4	0	-7	.	-2
CCN1CCN(C(=S)Nc2cccc(C(F)(F)F)c2)CC1	3	1	7	8	1	6	-2	15	-4
C=CCN1/C(=C(\C#N)C2=NS(=O)(=O)c3ccccc32)N(C)c2ccccc21	-14	4	10	-10	-9	1	-3	-8	-1
O=S(=O)(c1cnc(Cl)c(Br)c1)N1CCCCCC1	12	2	4	-4	7	-4	1	2	-5
CSc1nc2[nH]ncc2c(=O)n1-c1ccccc1	6	3	2	2	-4	-2	-2	-2	3
N#CCCn1c(-c2nonc2NC(=O)c2ccccc2Cl)nc2ccccc21	-8	5	-1	7	0	-2	2	2	-2
O=C1/C(=C/c2cccnc2)SC(=S)N1Nc1ccccc1	4	13	-10	3	1	22	11	-14	.
COc1ccc(-c2csc(NC(=O)c3nc(-c4ccccc4)oc3C)n2)cc1	-13	-1	1	-16	-7	-1	-2	-2	0
Cn1c(=O)c2c(ncn2CC(=O)OCC(=O)Nc2ccccc2)n(C)c1=O	1	4	3	-5	2	-1	2	-8	2
CC(NC(=S)Nc1c(Br)cccc1OC(F)F)C(C)(C)C (centres undefined)	-11	0	6	9	-4	-5	2	7	-2
Cc1cc(C(=O)NCCN2CCN(c3cccc(Cl)c3)CC2)n(-c2ccccc2)n1	5	-2	-2	2	3	1	-6	-11	-3
CCOC(=O)n1c(=O)n(Cc2cccc(C)c2)c2ccccc21	15	2	20	-1	3	0	-1	-3	0
O=C1CSc2ccc(C(=O)Nc3cccc(S(=O)(=O)Nc4ccc(Br)cc4)c3)cc2N1	10	2	25	-9	-100	41	14	-8	-4
O=C(CCCc1c[nH]c2ccccc12)Nc1ccc2ccccc2c1	5	2	3	-5	-5	2	-1	2	5
CC1(C)CC(=O)C=C(NCCN2CCN(C(=O)Nc3ccc(Cl)c(Cl)c3)CC2)C1	12	-9	-1	-10	-14	-1	2	5	0
O=c1c2c3c(sc2nc2sc(CN4CCCCC4)cn12)CCCC3	-8	-1	-22	-3	-5	0	-4	.	-1
CCOC(=O)c1cc(-c2ccccc2)n(CCC(=O)N2CCN(c3ccccc3OC)CC2)c1C	2	-2	4	3	-6	-4	-2	-3	3
COc1cc(/C=N/NC(=O)c2cnn3c(C)cc(-c4ccccc4)nc23)ccc1O	-10	0	-1	-11	-3	-1	-3	14	2
CC(C)OC(=O)CSc1nnc(-c2ccccc2)n1N	-23	-1	-20	-3	-4	-2	-1	-4	-3
O=C(CC1CCCCC1)NCC1CCCO1 (centres undefined)	13	7	-1	15	11	0	2	-14	5
CCOC(=O)C1=C(C)NC(=O)NC1c1ccc([N+](=O)[O-])o1 (centres undefined)	8	4	10	10	-3	1	4	-6	.
O=C(O)c1cccc([N+](=O)[O-])c1C(=O)Nc1nc2ccccc2s1	-15	3	25	-5	-2	0	-8	10	3
Cc1ccc(CNC(=O)C(=O)NCC2CCCO2)cc1 (centres undefined)	-9	-2	5	-25	-3	-2	2	-3	-1
CSc1ccc(Cl)c(C(=O)NCc2ccco2)c1	-2	-1	2	-1	-2	4	1	0	-1
CC(C)CN1C(=S)SC(C)(C)C1n1oc(=O)n(-c2ccccc2)c1=O (centres undefined)	3	0	3	-13	-7	2	-4	-6	4
N#Cc1c(Cl)nc2c(c1C#N)CCCC2	-13	-1	11	15	-7	0	-3	-4	.
COc1ccc(C(=O)c2coc3ccc(O)c(CN(C)C)c23)cc1	-7	4	2	-25	3	3	3	-14	15
COc1ccc(-n2c(NC(=O)c3ccco3)c(C#N)c3nc4ccccc4nc32)cc1	-9	32*	12	-12	-6	-2	-3	-10	-2
COc1ccccc1N(CC(=O)Nc1ccccc1C)S(C)(=O)=O	9	5	0	13	-2	0	-1	.	1
CCSc1n[nH]c2nc3c(c(=O)n12)C1(CCCC1)Cc1ccccc1-3	9	2	10	7	-4	22	62*	-7	-1

Compounds were not picked by outcome; any-hit rate near 3.5%.
